GBA activity up: glucocerebrosidase activity enhancement. P04062. L444P Gaucher fibroblasts, 4-MU-glucoside fluorescence, 3 days. activation, % at 10 µM. 30,000 tested, 0.44% active. AID 784; in the data active = activation above about 65%;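 note: 0% = vehicle wells and 100% = positive control wells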
Target sequence (P04062 whole entry L483P): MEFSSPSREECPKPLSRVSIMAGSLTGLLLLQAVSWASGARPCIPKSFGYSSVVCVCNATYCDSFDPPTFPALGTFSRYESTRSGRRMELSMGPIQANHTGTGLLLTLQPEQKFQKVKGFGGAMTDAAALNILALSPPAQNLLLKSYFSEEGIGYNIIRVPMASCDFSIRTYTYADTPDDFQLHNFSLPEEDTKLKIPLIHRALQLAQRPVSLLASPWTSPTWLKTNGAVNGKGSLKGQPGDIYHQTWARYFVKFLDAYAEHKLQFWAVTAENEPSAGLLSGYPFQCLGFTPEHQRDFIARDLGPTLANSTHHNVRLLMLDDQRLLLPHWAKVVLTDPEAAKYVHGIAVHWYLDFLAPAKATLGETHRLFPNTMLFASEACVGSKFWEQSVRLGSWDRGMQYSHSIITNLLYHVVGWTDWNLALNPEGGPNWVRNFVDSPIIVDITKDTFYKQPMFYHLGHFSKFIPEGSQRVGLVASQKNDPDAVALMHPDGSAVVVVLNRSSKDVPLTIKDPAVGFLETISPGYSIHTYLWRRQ
Starred values were filed as active, the others as inactive. Some of the compounds tested, so the mix of outcomes need not match the whole.

SMILES	GBA activity up
COc1cccc(C(=O)CN2C3=NCCCN3c3ccccc32)c1	-20
C=CCn1c(SCC(=O)Nc2cc(C)c(Cl)cc2OC)nnc1-c1ccco1	5
Oc1[nH]c2ccccc2c1C=Nc1ccc2c(c1)OCCO2	-7
COc1ccccc1N1CCN(C(=O)c2cc(-c3ccc(Cl)c(Cl)c3)on2)CC1	-6
CCOC(=O)CNC(=O)CSc1ncnc2c1cnn2-c1ccccc1	15
C/C(N)=C(\C#N)C(=O)NCCc1ccccn1	-25
Cc1cccc(-n2nnc(C(=O)Nc3ccc(F)cc3)c2N)c1	10
O=C(NCCCN1CCCC1=O)NC12CC3CC(CC(C3)C1)C2	-27
N#CCCN(CCC#N)C(=O)COc1ccc(Cl)cc1Cl	9
CC(C)(C)Nc1nc(NC(C)(C)C)nc(-n2ccnc2)n1	-29
Cc1cccc(NC(=O)CSc2nnc(-c3cc(C)n(-c4ccccc4)c3C)o2)c1C	-44
O=C(O)c1cc(S(=O)(=O)N2CCCCCC2)c(Cl)cc1Cl	8
CCOC(=O)c1c(N)sc2c1CCCC2	11
CCOC(=O)CC(Nc1nc(N2CCOCC2)nc(N2CCOCC2)n1)c1ccccc1Cl (stereo not given)	-19
O=S(=O)(NCC1CCCO1)c1ccc(Cl)c(C(F)(F)F)c1 (stereo not given)	-20
O=C(NCC1CCCCC1)c1ccco1	-1
COC(=O)c1ccc(-c2nc3ccc(C)cc3o2)cc1	-22
O=S(=O)(c1cnc[nH]1)N1CCCCCC1	-7
COCC(=O)Nc1ccc(-c2cn3cccnc3n2)cc1	-22
CCC(=O)N1CCc2cc(S(=O)(=O)NCCN3CCC(C)CC3)ccc21	-34
Cc1ccc2c(c1)N(CCCC(=O)NCCC1=CCCCC1)C(=O)CO2	5
O=C(CCCC(=O)N(CC(=O)NC1CCCC1)Cc1ccccc1)Nc1ccccn1	10
CC(=O)NC(CCS(C)(=O)=O)C(=O)Nc1nccs1 (stereo not given)	-23
CCCCn1nnc(NC(=O)c2cc3ccccc3o2)n1	-4
CCOC(=O)/C=C1\NC(=O)CS1	2

18 entries already listed, arranged by SMILES length, highest first.
SMILES	GBA activity up
Cc1cccc(NC(=O)CSc2nnc(-c3cc(C)n(-c4ccccc4)c3C)o2)c1C	-44
CCOC(=O)CC(Nc1nc(N2CCOCC2)nc(N2CCOCC2)n1)c1ccccc1Cl (stereo not given)	-19
O=C(CCCC(=O)N(CC(=O)NC1CCCC1)Cc1ccccc1)Nc1ccccn1	10
C=CCn1c(SCC(=O)Nc2cc(C)c(Cl)cc2OC)nnc1-c1ccco1	5
CCC(=O)N1CCc2cc(S(=O)(=O)NCCN3CCC(C)CC3)ccc21	-34
Cc1ccc2c(c1)N(CCCC(=O)NCCC1=CCCCC1)C(=O)CO2	5
O=C(O)c1cc(S(=O)(=O)N2CCCCCC2)c(Cl)cc1Cl	8
O=C(NCCCN1CCCC1=O)NC12CC3CC(CC(C3)C1)C2	-27
CC(C)(C)Nc1nc(NC(C)(C)C)nc(-n2ccnc2)n1	-29
Oc1[nH]c2ccccc2c1C=Nc1ccc2c(c1)OCCO2	-7
CC(=O)NC(CCS(C)(=O)=O)C(=O)Nc1nccs1 (stereo not given)	-23
COC(=O)c1ccc(-c2nc3ccc(C)cc3o2)cc1	-22
CCCCn1nnc(NC(=O)c2cc3ccccc3o2)n1	-4
C/C(N)=C(\C#N)C(=O)NCCc1ccccn1	-25
O=S(=O)(c1cnc[nH]1)N1CCCCCC1	-7
CCOC(=O)c1c(N)sc2c1CCCC2	11
CCOC(=O)/C=C1\NC(=O)CS1	2
O=C(NCC1CCCCC1)c1ccco1	-1

(next part)
SMILES	GBA activity up
CCS(=O)(=O)N1CCC(C(=O)NC2CCCCCCC2)CC1	-4
Cc1ccc(Nc2nc(N)nc(CSc3nnc(-c4ccncc4)o3)n2)cc1	3
Cc1cc(C(=O)CSc2nnc(-c3cccnc3)n2-c2ccccc2F)c(C)n1C	3
CCCS(=O)(=O)N1CCC(C(=O)NCCN2CCCC2)CC1	1
COc1ccc(OC)c(CN2CCCC(C(=O)N3CCCCC3)C2)c1 (stereo not given)	-12
COC(=O)CN1C(=O)C(O)(CC(=O)c2ccc(C)o2)c2ccccc21 (stereo not given)	0
CC(C(=O)Nc1ccc(C(=O)O)cc1)N1C(=O)c2ccccc2C1=O (stereo not given)	-6
COc1cccc(C(=O)Nc2c3c(nn2-c2cccc(C)c2C)CS(=O)(=O)C3)c1OC	-10
COc1ccc(N2CCCn3c2nc2c3c(=O)n(CCCc3ccccc3)c(=O)n2C)cc1	-13
CCCCCc1nc2c(=O)[nH]c3ccccc3c2o1	-35
O=C(NCc1cccs1)C1CCCN(c2ncccn2)C1 (stereo not given)	-40
CCN(CC)S(=O)(=O)c1ccc2nc(NC(=O)c3cccs3)sc2c1	16
COCc1cc(=O)[nH]c(/N=C(\N)Nc2ccc(C)cc2)n1	-24
O=C(CCC(=O)c1cccs1)OCc1nnc(-c2ccccc2)o1	-17
COc1ccc(C(CNC(=O)c2cc(=O)[nH]c3ccccc23)N2CCCC2)cc1 (stereo not given)	13
CC(=O)NC(CCS(C)(=O)=O)C(=O)Nc1ccccc1Cl (stereo not given)	-42
Nn1c(SCC(=O)Nc2ccccc2F)nc2ccccc2c1=O	12
O=C(c1ccc(-c2ccccc2)cc1)N1CCN(c2nc3ccccc3o2)CC1	1
CCN(CC)C(=O)CSc1nc2ccccc2c(=O)n1OC	9
O=C(CSc1ccc(-c2ccccc2)nn1)N1CCOCC1	14
O=C(N1CCOCC1)N(CCN1CCOCC1)Cc1cccc(Cl)c1	3
O=C(NCCO)c1cccc(S(=O)(=O)N2CCCCC2)c1	-23
C=CCN1C(=O)CSc2ccc(C(=O)NCc3ccco3)cc21	8
N#CC(C(=O)NC1CC1)c1nc2ccccc2nc1N1CCCC1 (stereo not given)	-14
COc1ccc(CNc2nc3c(c(=O)n(Cc4ccc(Cl)cc4)c(=O)n3C)n2C)cc1	-53
Next part:
SMILES	GBA activity up
O=C(Nc1cccc(O)c1)c1ccc(Br)cc1	-7
COc1cc(OC)cc(-c2nnc(SCC(=O)N3CCCCC3)o2)c1	-15
COc1cc2c(cc1OC)CN(c1ccc(-c3ccccc3OC)nn1)CC2	-27
O=C(NC1CCCCC1NC(=O)c1ccco1)c1ccco1 (stereo not given)	-45
O=C(Cn1ccc(C(F)(F)F)n1)Nc1ccc(S(=O)(=O)NCc2ccco2)cc1	-11
Cc1cc(NC(=O)c2ccccc2-c2ccccc2C(=O)O)no1	-28
O=C(Cc1cccs1)Nc1ccc(N2CCOCC2)cc1	-5
O=C(c1scc2c1CCCC2)N1CCOCC1	-57
COc1cc(NC(=O)CN(c2ccc(C)cc2)S(=O)(=O)c2c(C)n[nH]c2C)cc(OC)c1	-10
CC1Cc2ccccc2N1S(=O)(=O)c1cccc(C(=O)OCC(=O)NC2CCS(=O)(=O)C2)c1 (stereo not given)	-4
COc1ccccc1CNC(=O)COc1ccccc1OC	9
O=C(NCC(c1cccnc1)N1CCN(c2ccc(F)cc2)CC1)c1ccccc1 (stereo not given)	-2
O=C(CCNS(=O)(=O)c1ccc(Cl)cc1)NCc1ccccn1	0
O=C(CN1CCN(c2nc(-c3ccc(F)cc3)cs2)CC1)Nc1ccc2c(c1)OCO2	0
CCOC(=O)c1c(C)c(C(=O)NCc2ccc3c(c2)OCO3)c(C)n1CC	-7
CCOc1ccc(/C(O)=C2\C(=O)C(=O)N(CCN(C)C)C2c2cc(OC)ccc2OC)cc1Cl (stereo not given)	-12
CCCCOc1ccccc1C(=O)NCCCC(=O)O	-17
O=S(=O)(N1CCCCCC1)N1CCN(S(=O)(=O)N2CCOCC2)CC1	-11
Cc1cccc(C2N(c3nccs3)C(=O)C3CCCN32)c1 (stereo not given)	-4
O=S(=O)(Nc1ccccc1Cl)c1ccc(F)cc1	9
O=C(c1cc2nc(-c3ccco3)cc(C(F)(F)F)n2n1)N1CCCc2ccccc21	-15
CN(C)C(CNC(=O)CSc1nnc(-c2ccco2)o1)c1ccccc1 (stereo not given)	12
O=C(COC(=O)Cc1cn2ccsc2n1)Nc1nc2ccccc2s1	-10
COc1ccc(-c2nn(-c3ccccc3)cc2C(=O)N2CCOCC2)cc1	-18
CSc1ncccc1C(=O)OCC(=O)Nc1cc(C(F)(F)F)ccc1N1CCOCC1	0
(more compounds)
SMILES	GBA activity up
Cc1ccc(-c2nnc(CSc3nnc(COc4ccccc4)n3-c3ccccc3)o2)cc1	-34
Cc1ncc(CSc2nc3ccccc3[nH]2)c(N)n1	-24
O=c1c2ccccc2nc(SCc2cccc(F)c2)n1Cc1ccco1	-36
O=S(=O)(/N=C(/Nc1cc(N2CCOCC2)ncn1)c1ccccc1)c1ccccc1	-21
O=C(CC1C(=O)NCCN1C(=O)Nc1ccccc1)Nc1ccc2c(c1)OCO2 (stereo not given)	-8
COCCNC(=O)CSc1nc2cc(OC)c(OC)cc2c(=O)n1CCC1=CCCCC1	-17
Cc1ccc(S(=O)(=O)N2CCC(C(=O)OCC(=O)N3CCc4ccccc43)CC2)cc1	-14
O=C(NCCN1CCCCCC1)C1CC(=O)N(CCc2ccccc2)C1 (stereo not given)	9
Cc1cc(C)nc(Nc2n[nH]c(Cc3ccccc3)n2)n1	0
O=C(NC1CCCC1)C1CCC(=O)N1C1CCCC1 (stereo not given)	-33
Cc1nccn1CCCN1C(=O)OC2(CCCCC2)C1(C)O (stereo not given)	11
CC1=CC(C)(C)Nc2ccc(C)cc21	13
CCn1c(SCC(=O)N2CCCc3ccccc32)nc2cccnc21	-39
CC1CCCC(NC(=O)CN2CCN(Cc3ccc(Cl)cc3)C2=O)C1C (stereo not given)	-6
COCCSc1nnc(-c2cnccn2)o1	-40
O=C1c2[nH]nc(-c3ccccc3O)c2C(c2ccc(F)cc2)N1Cc1ccco1 (stereo not given)	1
COc1ccccc1Cn1cnc2cccnc21	6
COC(=O)c1cccc(C(=O)Oc2cccc(Br)c2)n1	-2
CCCOc1ccc(N2CC(C(=O)Nc3ncccc3C)CC2=O)cc1 (stereo not given)	-36
CCN1C(=O)c2cccc3c(NC(=O)c4ccc5c(c4)OCCO5)ccc1c23	-56
Cc1ccc(NC(=O)C2CCCN(S(=O)(=O)c3c(C)noc3C)C2)cc1F (stereo not given)	11
Cc1csc(=O)n1CC(=O)OCc1cccc2ccccc12	2
Cc1ccc(CC(=O)OCCNC(=O)c2cccnc2)cc1	-4
CCOC(=O)N1CCC(N2Cc3cccc(C(=O)NCc4ccc(OC)cc4)c3C2=O)CC1	4
CCCCc1nc2ccccc2c(=O)n1NC(=O)c1c(O)c2cccc3c2n(c1=O)CCC3	-73
Remaining list, next part.
SMILES	GBA activity up
CCOC(=O)CNS(=O)(=O)c1ccc(C(=O)O)cc1	23
COc1ccc(CCN/C=C2/CC(=O)NC2=O)cc1OC	-8
Cc1cc2ncn(C(=O)c3c(-c4c(Cl)cccc4Cl)noc3C)c2cc1C	-13
COc1ccc(-n2c(=O)[nH]cc(C(=O)N3CCc4ccccc43)c2=O)cc1	-45
CCC(C)Nc1nc2c(c(=O)n(C)c(=O)n2C)n1Cc1cccc(C)c1 (stereo not given)	-4
COc1ccc2cc3cc(C(=O)NCC4COc5ccccc5O4)oc3nc2c1 (stereo not given)	-6
CCCC(=O)Nc1ccc(C(=O)Nc2nnc(COC)s2)cc1	3
COc1ccc2[nH]c(C(=O)O)c(NS(=O)(=O)c3ccc(OC)c(OC)c3)c2c1	-12
Cc1nnc(Sc2cc(C(=O)NCc3ccco3)c3ccccc3n2)s1	-2
Cn1c(=O)c2c(n(C)c1=O)=NC1(CCCCC1)ON=2	-21
CCN(CC)S(=O)(=O)c1cccc(C(=O)Nc2ccccc2)c1	-4
Cc1onc(-c2ccccc2Cl)c1C(=O)Oc1cc(N)n(S(=O)(=O)c2ccc(F)cc2)n1	-12
Cc1ccc(-c2ccc(=O)n(CC(=O)NCCN3CCCCC3C)n2)cc1 (stereo not given)	-31
Cc1onc(-c2ccccc2)c1C(=O)Nc1cccnc1	-7
Cc1ccc(N2CC(C(=O)Nc3nccs3)CC2=O)cc1 (stereo not given)	-6
COc1ccc(N(C(=O)c2cccc(OC)c2OC)C2C=CS(=O)(=O)C2)cc1 (stereo not given)	-12
CCCS(=O)(=O)NCc1cn2cccc(C)c2n1	2
Cc1ccc(-c2cc(C(F)F)nc(N3CCC(C)CC3)n2)cc1	-10
O=C(NC1CCCCC1)C(c1ccncc1)N(C(=O)Cn1nnc(-c2cccs2)n1)C1CCCC1 (stereo not given)	-32
Cc1cnc(C(=O)OCC(=O)Nc2ccc(Cl)cc2Cl)cn1	20
COc1cc(C2C(C(=O)OC(C)C)=C(C)Nc3[nH]c(=O)[nH]c(=O)c32)ccc1O (stereo not given)	-12
Cc1nc(C)c(-c2ccccc2)c(=O)[nH]1	4
Cc1ccc(NC2=NC3(CCCCC3)N=C(N)N2)c(C)c1	-17
O=C(C1CCC1)N1CCc2cc(S(=O)(=O)NC3CCCC3)ccc21	-46
CC1CCCC(C)N1C(=O)c1cc(-c2cccs2)on1 (stereo not given)	-22
(list continues)
SMILES	GBA activity up
O=C(NCCC1=CCCCC1)c1cnccn1	-4
CSc1nc(N2CCN(CCO)CC2)c2sc3nc(-c4ccco4)c4c(c3c2n1)CCC4	-37
O=c1c2ccccc2nc(-c2ccccc2)n1CCN1CCOCC1	8
COc1ccc(CN2CC(C(=O)NCCCN3CCN(Cc4ccccc4)CC3)CC2=O)cc1 (stereo not given)	-54
Cc1cccc(NC(=O)Cn2cnc3ccc(S(=O)(=O)N4CCC(C)CC4)cc3c2=O)n1	-20
Cc1cccc(-c2nnn(CC/C(N)=N/O)n2)c1	-17
CCN1C(=O)c2ccc(C(=O)O)cc2C1=O	-26
COC(=O)c1ccc(CSc2nc3c(cnn3-c3ccc(F)cc3)c(=O)[nH]2)o1	-5
COc1ccc(C2CC(=O)c3cnc(NC(=O)c4cccc(OC)c4)nc3C2)cc1 (stereo not given)	15
O=S(=O)(Nc1nc2ccccc2nc1NCCN1CCOCC1)c1cccc(Cl)c1	-10
CCc1nnc(NC(=O)C2CCCN2C(=O)NC2CCCCC2)s1 (stereo not given)	-32
Cc1onc(-c2ccccc2Cl)c1C(=O)OCn1nnc2ccccc2c1=O	-11
COC(=O)c1c(C)oc2ccc(OC(=O)N3CCOCC3)cc12	-21
COC(=O)C(Cc1ccc(O)cc1)NC(=O)CCC(=O)Nc1ccc(S(N)(=O)=O)cc1 (stereo not given)	-27

Reformatted in markdown: 2 of the compounds above.
| mol | GBA activity up |
| --- | --- |
| CCN1C(=O)c2ccc(C(=O)O)cc2C1=O | -26 |
| Cc1onc(-c2ccccc2Cl)c1C(=O)OCn1nnc2ccccc2c1=O | -11 |
